INS-1E ATP HTS: INS-1E beta cell protection from cytokine death; INS-1E cytokine-induced death, ATP luminescence, 48 h; normalised: neutral wells 0, positive control 100; protection from cytokine-induced ATP loss, % at 10 µM; hit rate 0.1% among 20,000; AID 488910;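 active means mean replicate protection from cytokine-induced ATP loss at least 50% and at least 75% of replicates each reaching 50%; inconclusive means meets only one of the two criteria, mean or replicate share; inactive means fails both the mean and replicate share criteria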
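Material: INS-1E rat cells; Quantity: 8000 cells/well; Buffer or medium: phenol-red-free RPMI with 5% fetal bovine serum; Probe or stimulus: cytokine cocktail of IFN-γ, TNF-α and IL-1β; Compound dosing: single test concentration per compound, delivered by pin transfer; Incubation: 48 h co-treatment, 10 min post-lysis read; Signal: CellTiter-Glo luminescence.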
T cruzi HTS: inhibitors of intracellular Trypanosoma cruzi | hit rate 4.9% among 22,000 | intracellular Trypanosoma cruzi in host cells, plate reader | AID 651903 | activity score (inhibition), % at 5.01 µM; in the data active means activity score above about 55%; inconclusive means no clear call, values can overlap the other calls;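 further: parasites and compound incubated about four days before reading; 0% = median of neutral control wells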
The depositor's hits bear a star; ? = inconclusive; · = no result given.

SMILES | INS-1E ATP HTS | T cruzi HTS
C[C@H](CO)N1C[C@H](C)[C@H](CN(C)Cc2ccc(Cl)c(Cl)c2)Oc2ccc(NC(=O)Nc3cccc4ccccc34)cc2C1=O | · | 9.5
O=C(CCCCC(=O)N/N=C/c1cccc(Oc2ccccc2)c1)NO | 78.5* | 7.1
Cc1noc(C)c1NC(=O)Nc1ccc2c(c1)CC(=O)N([C@@H](C)CO)C[C@H](C)[C@@H](CN(C)Cc1ccc(Cl)c(Cl)c1)O2 | -1.3 | -2.0
C[C@@H]1CCCCO[C@@H](CN(C)Cc2ccccc2)[C@@H](C)CN([C@H](C)CO)C(=O)c2cc(NS(=O)(=O)c3ccccc3)ccc2O1 | -14.9 | 0.4
C[C@@H]1CN([C@H](C)CO)C(=O)c2cccc(NC(=O)C3CCOCC3)c2O[C@H]1CN(C)Cc1ccc(Cl)c(Cl)c1 | 2.8 | 21.7
C[C@@H]1CN([C@@H](C)CO)C(=O)c2cc(NS(=O)(=O)c3ccc(F)cc3)ccc2O[C@@H]1CN(C)C | · | -4.8
Cc1ccc(OC(=O)N(C)C[C@H]2OCc3cn(nn3)CCCC(=O)N([C@H](C)CO)C[C@@H]2C)cc1 | · | -22.8
CC(C)NC(=O)Nc1cccc2c1O[C@@H](CN(C)C(=O)Nc1cccc3ccccc13)[C@@H](C)CN([C@@H](C)CO)C2=O | -0.8 | -7.0
C[C@H](CO)N1C[C@H](C)[C@H](CN(C)S(=O)(=O)c2cccs2)Oc2c(NC(=O)c3ccc(-c4nccs4)cc3)cccc2C1=O | -10.4 | 16.6
C[C@@H]1CN([C@@H](C)CO)C(=O)Cc2cc(NC(=O)Nc3ccc(C(F)(F)F)cc3)ccc2O[C@@H]1CN(C)CC1CCCCC1 | -45.9 | 77.0*
C[C@H](CO)N1C[C@H](C)[C@H](CN(C)Cc2ccccc2)Oc2ccc(NC(=O)Cn3cnnn3)cc2C1=O | -0.1 | 0.1
COc1ccc(S(=O)(=O)Nc2ccc3c(c2)CC(=O)N([C@@H](C)CO)C[C@H](C)[C@H](CN(C)Cc2ccc(C(=O)Nc4ccccc4N)cc2)O3)cc1 | 7.5 | ?
C[C@@H]1CN([C@@H](C)CO)C(=O)c2cccc(NS(=O)(=O)c3ccccc3)c2O[C@@H]1CN(C)CC1CCCCC1 | -14.2 | -10.2
C[C@@H]1CN([C@H](C)CO)C(=O)c2cccc(NC(=O)Nc3cccc4ccccc34)c2O[C@@H]1CN(C)Cc1ccc2c(c1)OCO2 | -16.8 | -12.7
C[C@H]1CN([C@@H](C)CO)C(=O)c2cc(NC(=O)c3ccncc3)ccc2O[C@H]1CN(C)C(=O)NC1CCCCC1 | · | -0.5
COc1ccc(S(=O)(=O)Nc2ccc3c(c2)CC(=O)N([C@H](C)CO)C[C@H](C)[C@H](CN(C)S(=O)(=O)c2ccc(C)cc2)O3)cc1 | -2.5 | 21.1
C[C@@H]1CN([C@H](C)CO)C(=O)Cc2cc(NS(=O)(=O)c3cccs3)ccc2O[C@H]1CN(C)Cc1ccc(C(=O)Nc2ccccc2N)cc1 | 1.9 | 44.3
Cc1noc(C)c1NC(=O)N(C)C[C@H]1Oc2ccc(NC(=O)C3CC3)cc2C(=O)N([C@H](C)CO)C[C@@H]1C | 12.5 | -5.2
C[C@H](CO)N1C[C@H](C)[C@H](CN(C)C(=O)Nc2ccccc2)Oc2ncc(/C=C/c3ccccc3)cc2C1=O | -7.2 | 45.7
C[C@@H]1CN([C@H](C)CO)C(=O)c2cc(NC(=O)Nc3ccc4c(c3)OCO4)ccc2O[C@@H]1CN(C)C(=O)Nc1ccccc1 | 5.7 | -6.4
C[C@H](CO)N1C[C@H](C)[C@H](CN(C)S(C)(=O)=O)Oc2ccc(NC(=O)NC3CCCCC3)cc2CC1=O | 4.5 | 2.7
C[C@H](CO)N1C[C@H](C)[C@H](CN(C)Cc2ccc(C(=O)O)cc2)Oc2ccc(NS(=O)(=O)c3ccc(F)cc3)cc2C1=O | · | -6.7
COc1ccc(NC(=O)Nc2ccc3c(c2)C(=O)N([C@@H](C)CO)C[C@H](C)[C@@H](CN(C)C(=O)Nc2c(C)noc2C)O3)cc1 | -0.6 | -6.5
COc1ccc(CN(C)C[C@@H]2Oc3ccc(NC(=O)Nc4cccc5ccccc45)cc3C(=O)N([C@H](C)CO)C[C@@H]2C)cc1 | -6.7 | 7.3
COc1ccc(O)c(/C=N/NC(=O)c2ccccc2O)c1 | -131.9 | 45.4

Further structures:
SMILES | INS-1E ATP HTS | T cruzi HTS
C[C@H]1CN([C@@H](C)CO)C(=O)c2cc(NS(C)(=O)=O)ccc2O[C@H]1CN(C)CC1CCCCC1 | 3.8 | -17.8
COc1ccc(CN(C)C[C@H]2Oc3ccc(NC(=O)Nc4ccc5c(c4)OCO5)cc3CC(=O)N([C@@H](C)CO)C[C@@H]2C)cc1 | -12.2 | 27.3
C[C@H](CO)N1C[C@H](C)[C@@H](CN(C)S(=O)(=O)c2ccccc2)Oc2ccc(N(C)C)cc2C1=O | -1.2 | 0.3
C[C@H]1CN([C@@H](C)CO)C(=O)Cc2cc(NC(=O)Nc3ccc(C(F)(F)F)cc3)ccc2O[C@H]1CN(C)Cc1ccc(-c2ccccc2)cc1 | -78.8 | 53.6
Cc1noc(C)c1NC(=O)Nc1ccc2c(c1)CC(=O)N([C@@H](C)CO)C[C@@H](C)[C@@H](CN(C)C(=O)Nc1ccc(C(F)(F)F)cc1)O2 | 7.5 | -27.7
C[C@H]1CN([C@@H](C)CO)C(=O)Cc2cc(NC(=O)CCCCCC(=O)Nc3ccccc3N)ccc2O[C@@H]1CN(C)CC1CC1 | 7.4 | -9.3
C[C@@H]1CN([C@H](C)CO)C(=O)c2cc(NS(=O)(=O)c3ccccc3)ccc2O[C@H]1CN(C)S(=O)(=O)c1ccc(F)cc1 | -6.1 | 14.9
CC(C)NC(=O)Nc1ccc2c(c1)C(=O)N([C@H](C)CO)C[C@@H](C)[C@@H](CN(C)C(=O)Nc1cccc3ccccc13)O2 | -1.6 | -5.1
C[C@H](CO)N1C[C@H](C)[C@H](CN(C)Cc2ccc(Oc3ccccc3)cc2)Oc2c(NC(=O)c3cnccn3)cccc2C1=O | -29.1 | 68.8*
C[C@H]1CN([C@@H](C)CO)C(=O)c2cccc(NC(=O)Nc3ccc(C(F)(F)F)cc3)c2O[C@@H]1CN(C)C(=O)Nc1ccc(C(F)(F)F)cc1 | -58.4 | 46.7
C[C@H]1CN([C@@H](C)CO)C(=O)Cc2cc(NS(=O)(=O)c3ccccc3)ccc2O[C@H]1CN(C)C(=O)Nc1ccc(F)cc1 | 5.0 | -17.4
C[C@@H]1CN([C@H](C)CO)C(=O)CCCn2nncc2CO[C@@H]1CN(C)Cc1cccnc1 | · | 3.3
Cc1ccc(S(=O)(=O)N(C)C[C@@H]2Oc3c(NC(=O)NC4CCCCC4)cccc3C(=O)N([C@H](C)CO)C[C@H]2C)cc1 | 20.7 | 2.3
Cc1noc(C)c1NC(=O)N(C)C[C@@H]1Oc2ccc(NS(C)(=O)=O)cc2C(=O)N([C@H](C)CO)C[C@@H]1C | 4.3 | -26.1
COc1ccc(S(=O)(=O)N(C)C[C@H]2Oc3c(NC(=O)C4CCOCC4)cccc3C(=O)N([C@@H](C)CO)C[C@@H]2C)cc1 | 5.4 | -9.5
C[C@@H]1CN([C@H](C)CO)C(=O)c2cccc(NC(=O)Nc3ccc4c(c3)OCO4)c2O[C@@H]1CN(C)Cc1ccc(Oc2ccccc2)cc1 | -9.4 | 4.2
C[C@H]1CN([C@@H](C)CO)C(=O)c2cccc(N(C)C)c2O[C@@H]1CN(C)C(=O)Nc1ccc2c(c1)OCO2 | 2.3 | -18.2
Cc1ccc(S(=O)(=O)N(C)C[C@H]2Oc3c(NC(=O)Nc4ccc(C(F)(F)F)cc4)cccc3C(=O)N([C@H](C)CO)C[C@@H]2C)cc1 | -13.8 | 26.6
CC1=C(C/C=N/NC(=O)c2ccccn2)C(C)(C)CCC1 | 4.8 | -5.4
COc1ccc(NC(=O)N(C)C[C@H]2OCCCC[C@@H](C)Oc3ccc(NC(=O)Cc4ccccc4)cc3C(=O)N([C@H](C)CO)C[C@@H]2C)cc1 | 8.4 | 1.7
CCCC(O)C#Cc1cnc2c(c1)C(=O)N([C@H](C)CO)C[C@H](C)[C@H](CN(C)C(=O)Nc1ccc3c(c1)OCO3)O2 (stereo not given in full) | · | 12.2
CC(C)NC(=O)N(C)C[C@H]1Oc2ccc(NC(=O)NC3CCCCC3)cc2CC(=O)N([C@@H](C)CO)C[C@H]1C | 2.5 | -0.2
COc1ccc(S(=O)(=O)Nc2cccc3c2O[C@H](CN(C)Cc2ccc(Cl)c(Cl)c2)[C@@H](C)CN([C@H](C)CO)C3=O)cc1 | 8.2 | 33.8
C[C@@H]1CN([C@@H](C)CO)C(=O)c2cccc(NC(=O)Nc3ccccc3)c2O[C@H]1CN(C)S(=O)(=O)c1cccs1 | 14.8 | -11.1
C[C@H](CO)N1C[C@H](C)[C@H](CN(C)C(=O)NC2CCCCC2)Oc2ccc(NS(=O)(=O)c3cn(C)cn3)cc2CC1=O | 14.3 | -29.6

Next structures follow.
SMILES | INS-1E ATP HTS | T cruzi HTS
COc1ccc(NC(=O)N(C)C[C@@H]2Oc3c(NC(=O)NC4CCCCC4)cccc3C(=O)N([C@H](C)CO)C[C@@H]2C)cc1 | 2.6 | -8.5
Cc1noc(C)c1NC(=O)N(C)C[C@@H]1Oc2ccc(NC(=O)Nc3cccc4ccccc34)cc2C(=O)N([C@H](C)CO)C[C@@H]1C | 8.1 | -8.8
Cc1noc(C)c1S(=O)(=O)Nc1ccc2c(c1)CC(=O)N([C@H](C)CO)C[C@@H](C)[C@H](CN(C)S(=O)(=O)c1ccc(F)cc1)O2 | 5.7 | -30.0
COc1ccc(S(=O)(=O)N(C)C[C@@H]2OCCCC[C@@H](C)Oc3ccc(N(C)C)cc3C(=O)N([C@H](C)CO)C[C@@H]2C)cc1 | 4.5 | -9.6
C[C@@H]1CN([C@H](C)CO)C(=O)c2cccc(NS(=O)(=O)c3cn(C)cn3)c2O[C@H]1CN(C)Cc1ccc(C(F)(F)F)cc1 | 5.4 | -1.1
C[C@H]1CN([C@@H](C)CO)C(=O)c2cc(NC(=O)NC3CCCCC3)ccc2O[C@@H]1CN(C)S(=O)(=O)c1ccccc1 | -0.7 | 17.2
COc1ccc(NC(=O)N(C)C[C@@H]2Oc3ccc(NC(=O)Nc4c(C)noc4C)cc3CC(=O)N([C@H](C)CO)C[C@H]2C)cc1 | 3.4 | -12.6
C[C@H](CO)N1C[C@H](C)[C@@H](CN(C)Cc2ccc3c(c2)OCO3)Oc2c(NS(=O)(=O)c3cn(C)cn3)cccc2C1=O | 7.8 | -22.8
CC(C)OC(=O)N(C)C[C@@H]1OCc2cnnn2CCCC(=O)N([C@H](C)CO)C[C@H]1C | · | -13.9
CCCN(C)C[C@@H]1OCCCC[C@@H](C)Oc2ccc(NC(=O)CCC(F)(F)F)cc2C(=O)N([C@H](C)CO)C[C@@H]1C | -6.1 | 11.1
Cc1noc(C)c1NC(=O)N(C)C[C@@H]1Oc2c(NC(=O)c3cnccn3)cccc2C(=O)N([C@H](C)CO)C[C@@H]1C | 3.4 | -3.8
Cc1ccc(S(=O)(=O)N(C)C[C@@H]2Oc3ccc(NC(=O)Nc4ccc(F)cc4)cc3C(=O)N([C@H](C)CO)C[C@@H]2C)cc1 | -26.2 | -4.9
COc1ccc(NC(=O)N(C)C[C@@H]2Oc3c(NC(=O)Nc4cccc5ccccc45)cccc3C(=O)N([C@H](C)CO)C[C@H]2C)cc1 | -7.9 | 17.4
C[C@@H]1CN([C@@H](C)CO)C(=O)Cc2cc(NS(=O)(=O)c3ccccc3)ccc2O[C@@H]1CN(C)Cc1ccc(C(F)(F)F)cc1 | 4.8 | -7.4
CC(C)(C)OC(=O)N1CCC[C@H]1/C=N/NC(=O)CCCCCC(=O)O | 5.8 | -5.4
C[C@H]1CN([C@@H](C)CO)C(=O)c2cccc(NC(=O)c3cnccn3)c2O[C@H]1CN(C)S(=O)(=O)c1ccc(Cl)cc1 | 0.6 | 4.0
